Tau fibril FP – qHTS for Inhibitors of Tau Fibril Formation, Fluorescence Polarization; Potency, µM (doses to about 57.7 µM), for inactives: at the top dose activity, negative = inhibition, actives largely listed as inhibitors; K18 P301L tau heparin fibrillization, Alexa594 FP, 6 h; Microtubule-associated protein tau (Homo sapiens), P10636; AID 1468, 2008; actives 0.39% (n = 280,000); also: % is scaled to controls: 0 for no effect and ±100 for the full control effect; nearly all actives have a fitted effect of over 55% in size
Target sequence (P10636 561-689 P618L limits assumed): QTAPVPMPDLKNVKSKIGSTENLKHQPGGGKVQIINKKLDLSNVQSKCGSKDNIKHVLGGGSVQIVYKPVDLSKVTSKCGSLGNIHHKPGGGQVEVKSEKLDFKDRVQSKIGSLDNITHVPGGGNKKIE
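Human K18 P301L fragment (15 uM unlabeled plus 0.24 uM Alexa 594-labeled) in 100 mM sodium acetate pH 7 with compound, aggregation induced by 20 uM heparin for 6 hr at 37 C. ThT (30 uM) added for 1 hr, then Alexa 594 FP read.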
HTT cytoprotect – qHTS Multiplex Assay to Identify Dual Action Probes in a Cell Model of Huntington: Cytoprotection (ATP); Potency, µM (series often up to 56.4 µM), inactives show cytoprotection (ATP increase), hits mostly activators; PC12 HTT-Q103 induced, cytoprotection, ATP luminescence, 40 h; actives 0.14% (n = 230,000); AID 1471, 2008;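 also: % of control where 0% means no effect; nearly all actives have a fitted effect of over 45% in size; toxic huntingtin expression switched on by the ecdysone agonist tebufenozide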
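Readout: ATPlite luminescence (ATP level). Model: stable PC12, inducible Htt exon1 Q103-GFP. Inducer: tebufenozide, 100 nM final. Compounds: dose series. No G418 in medium.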
Tau fluor cs – Counterscreen qHTS for Inhibitors of Tau Fibril Formation, Fluorescence Polarization; tau K18 P301L Alexa594 fluorescence, heparin fibrillization; Potency, µM (top dose mostly 57.7 µM), inactives show top-dose activity change, negative = decrease; actives 0.93% (n = 280,000); AID 1463, 2008; also: % is scaled to controls: 0 for no effect and ±100 for the full control effect; nearly all actives have a fitted effect of over 55% in size
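Human tau K18 P301L (15 uM unlabeled, 0.24 uM Alexa 594-labeled) in 100 mM sodium acetate pH 7 with 20 uM heparin, 6 hr at 37 C. ThT 30 uM added, 1 hr ambient; Alexa 594 FP and total fluorescence read at 555/632 nm.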
JMJD2E inh – qHTS Assay for Inhibitors of Human Jumonji Domain Containing 2E (JMJD2E) | JMJD2E catalytic domain, FDH-coupled NADH fluorescence (FDH is formaldehyde dehydrogenase) | Lysine-specific demethylase 4E (Homo sapiens), B2RXH2 | Potency, µM (titrated, usually from 57.1 µM), without a hit: at the top dose activity change, negative = inhibition, hits mostly inhibitors | actives 1.6% (n = 230,000); active = well fitted inhibition curve with a large enough effect, not every such curve was filed as active; inconclusive = small, poorly fitted or top-dose-only effect, or another doubt; inactive = no such curve, though single readings can be large or run the other way;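 also: 0% = wells with enzyme and -100% = buffer wells without enzyme; nearly all actives have a fitted effect of over 50% in size; many of its hits are not listed in these tables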
Target sequence (B2RXH2 1-337 limits assumed): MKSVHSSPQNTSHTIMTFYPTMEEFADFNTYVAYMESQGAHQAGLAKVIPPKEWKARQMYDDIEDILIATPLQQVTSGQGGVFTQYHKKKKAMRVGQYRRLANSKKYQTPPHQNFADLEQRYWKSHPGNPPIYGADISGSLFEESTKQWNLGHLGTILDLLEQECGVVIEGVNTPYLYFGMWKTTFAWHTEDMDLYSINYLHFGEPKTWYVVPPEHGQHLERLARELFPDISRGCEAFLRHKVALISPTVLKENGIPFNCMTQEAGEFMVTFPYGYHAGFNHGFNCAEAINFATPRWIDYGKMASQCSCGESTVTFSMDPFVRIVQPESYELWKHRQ
ALDH1A1 inh – qHTS Assay for Inhibitors of Aldehyde Dehydrogenase 1 (ALDH1A1); Purified ALDH1A1, NADH fluorescence, propionaldehyde substrate; Potency, µM (highest dose often 75.3 µM), inactives show at the top dose activity, negative = inhibition, hits mostly inhibitors; actives 7.3% (n = 220,000); active = well fitted inhibition curve with a large enough effect, not every such curve was filed as active; inconclusive = small, poorly fitted or top-dose-only effect, or another doubt; inactive = no such curve, though single readings can be large or run the other way;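 also: plate controls were no enzyme wells and a reference inhibitor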
Target sequence (P00352 whole entry, looked up): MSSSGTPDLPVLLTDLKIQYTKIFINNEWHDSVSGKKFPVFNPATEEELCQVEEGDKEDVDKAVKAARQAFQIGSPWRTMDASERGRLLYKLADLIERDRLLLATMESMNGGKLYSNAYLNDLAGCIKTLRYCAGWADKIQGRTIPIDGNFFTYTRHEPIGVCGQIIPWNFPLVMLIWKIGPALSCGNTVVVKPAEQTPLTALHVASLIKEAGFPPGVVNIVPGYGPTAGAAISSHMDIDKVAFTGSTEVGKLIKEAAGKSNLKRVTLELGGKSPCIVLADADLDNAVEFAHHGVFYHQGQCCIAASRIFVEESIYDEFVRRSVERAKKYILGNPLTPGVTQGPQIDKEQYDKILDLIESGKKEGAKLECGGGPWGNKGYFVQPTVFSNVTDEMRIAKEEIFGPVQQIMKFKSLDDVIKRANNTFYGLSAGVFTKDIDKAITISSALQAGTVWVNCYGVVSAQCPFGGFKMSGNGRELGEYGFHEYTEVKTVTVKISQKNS
HTT aggregate – qHTS Multiplex Assay to Identify Dual Action Probes in a Cell Model of Huntington: Aggregate Formation (GFP); PC12 HttQ103-GFP aggregates, Acumen cytometry, 40 h; Potency, µM (top dose mostly 46.1 µM), for inactives: top-dose activity change, negative = inhibition, hits mostly inhibitors; actives 1.1% (n = 220,000); AID 1688, 2009; also: % is scaled to controls: 0 for no effect and ±100 for the full control effect; nearly all actives have a fitted effect of over 60% in size
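Multiplexed with ATP-based cell death, this channel scores GFP aggregates in PC12 cells expressing inducible HTTex1-Q103-GFP. Induction used 100 nM tebufenozide; compounds were tested in concentration series.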
SMN2 splice enh – qHTS Assay for Enhancers of SMN2 Splice Variant Expression; HEK293 SMN2-luciferase splicing reporter, luminescence, 30-36 h; Potency, µM (series often up to 46.1 µM), for the others: at the top dose activity change, positive = activation, hits mostly activators; actives 2.8% (n = 210,000); also: % of control where 0% means no effect; nearly all actives have a fitted effect of over 55% in size
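qHTS luciferase splicing reporter: luminescence rises when SMN2 exon 7 is included in transfected HEK293 cells. Compound exposure lasted 30-36 h at 37C, with 4.5 mM final sodium butyrate as control, followed by a ONE-Glo read.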
Tau ThT inhib – qHTS for Inhibitors of Tau Fibril Formation, Thioflavin T Binding. Microtubule-associated protein tau (Homo sapiens), P10636. recombinant tau K18 P301L (four-repeat tau fragment), heparin-induced fibrillization, ThT fluorescence. Potency, µM (highest dose often 57.4 µM), inactives show top-dose activity, negative = inhibition, most hits filed as inhibitors. actives 2.1% (n = 270,000). AID 1460, 2008; also: % is scaled to controls: 0 for no effect and ±100 for the full control effect; nearly all actives have a fitted effect of over 55% in size
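Aggregation was driven by heparin (20 uM final) acting on recombinant tau […] bearing P301L in 100 mM sodium acetate pH 7; fibrils were detected with Thioflavin T.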
Numbers without * were called inactive; u = inconclusive; x = not tested or not shown; [ ] = remark or other dose. Unless noted, calls follow the shape of the dose curve; as a rule, active = well fitted curve in the direction sought with a large enough effect; inconclusive = small, poorly fitted or top-dose-only effect, or another doubt; inactive = no such curve, though single readings can be large; an effect the other way counts as inactive or inconclusive. Potency is read from the fitted curve at half-maximal effect. Only part of the results is shown. The share of hits here may be higher or lower than overall.

smiles,JMJD2E inh,Tau fibril FP,Tau fluor cs,ALDH1A1 inh,HTT aggregate,SMN2 splice enh,HTT cytoprotect,Tau ThT inhib
Clc1ccc(OCCn2cnc3ccccc32)cc1,4%,3%,-7%,14%,-33%,-33%[inhibitor],-9%,-5%
O=C(CN1CCC(n2nnc3cc(F)ccc32)CC1)Nc1ccccc1N1CCOCC1,-4%,0%,-11%,u,u,7%,-14%,-8%
COc1ccc(CNC(=S)Nc2ccc(F)c(Cl)c2)cc1OC,-4%,-14%,-24%,-4%,-32%,3%,-21%,3%
COC(=O)c1cc2sc(C)cc2n1CC(=O)Nc1ccc(C)c(C)c1,x,-13%,-19%,x,x,-5%,x,-11%
CNC(=O)c1ccc(CNC(=O)OCc2ccccc2)cc1,-8%,5%,8%,6%,8%,16%,-17%,1%
Cc1ccc(S(=O)(=O)Nc2cc(-c3ccc(Cl)cc3)nn2C)cc1,-6%,8%,-6%,3%,-8%[9.22 µM],x,-10%[10 µM],-10%
O=C1NC(=O)/C(=C/c2ccccn2)S1,-13%,-4%,4%,x,14%[9.22 µM],x,5%[10 µM],-2%
COc1ccc(-c2nc(-c3ccccc3)c(NC(C)C)o2)cc1,-6%,6%,2%,9%,x,6%,-23%,2%
CCOC(=O)N/N=C\c1ccc(C)s1,1%,4%,-5%,-14%,-13%,-16%[1.84 µM],-15%[10 µM],-2%
COc1ccc(-c2[nH]ncc2CNCc2cc(C)n(C)n2)c(F)c1,u,6%,-15%,-7%,4%[9.22 µM],x,-9%[10 µM],-14%
Cc1nc2c(-c3ccccc3)c(C)[nH]n2c(=O)c1Cc1ccc(C(C)C)cc1,x,-4%,-17%,x,x,-1%,x,-16%
O=C(Nc1ccc(-c2noc(CCc3ccccc3)n2)cc1)c1cccnc1,u,u,u,u,u,-53%[inhibitor],12%[10 µM],-18%
Cc1ccccc1NC(=O)c1c(C)oc2ccc(O)c(CN3CCCCCC3)c12,x,-1%,-28%,x,x,-13%,x,u
FC(F)(F)c1cccc(CNC(=S)Nc2ccccc2)c1,-3%,-10%,-23%,-5%,22%[9.22 µM],7%,-37%[inhibitor][1.9 µM],4%
COc1cccc(CNC(=O)CCC2CCCN(C(=O)c3cc(C)on3)C2)c1 (stereo not given),6%,u,-16%,2%,-3%[9.22 µM],x,-2%[10 µM],-8%
CCOc1ccc(N2C(=O)/C(=C/c3cccs3)N(CC(=O)OC)C2=S)cc1,4%,-4%,8%,10%,-4%,-20%,-13%,18%
O=C(O)CCC(=O)N1CC=C(c2ccccc2)CC1,-8%,0%,-5%,4%,-25%,-9%,5%,-10%
Cc1ccc(-c2cn3ccc(C)cc3n2)cc1,x,1%,-6%,x,x,0.25µM*,x,-1%
Cc1cccc(NC(=O)C2CCN(S(=O)(=O)c3cccc4cccnc34)CC2)n1,2%,-5%,-4%,-14%,-7%,-41%[inhibitor],-11%,-10%
S=C(NCCc1ccccc1)N1CCn2cccc2C1c1ccncc1 (stereo not given),-19%,-11%,-12%,u,2%,-25%,-11%,u
Cc1nn(Cc2ccccc2Cl)c(C)c1NC(=O)CSc1n[nH]c(C)c1[N+](=O)[O-],9%,3%,-4%,6%,-3%,-47%[inhibitor],10%[10 µM],-5%
N#C/C(=C\Nc1ccc(Cl)cn1)S(=O)(=O)c1ccccc1,8%,-15%,-23%,-8%,9%[9.22 µM],x,14%[10 µM],-6%
CC(C)C(c1nnnn1Cc1ccccc1)N1CCc2ccccc2C1 (stereo not given),u,u,-19%,10µM*,-6%,17%,-3%,u
Cc1ncoc1C(=O)N1CCCC(C(=O)c2cccc(C(F)(F)F)c2)C1 (stereo not given),6%,6%,1%,-5%,-6%[9.22 µM],-15%,23%[10 µM],-1%
CCn1cc(C(=O)NCc2ccccn2)c(=O)c2cc(F)c(N3CCN(C)CC3)cc21,u,3%,2%,u,-1%,-1%,-3%,2%
Cc1sc(Cc2nc(O)cs2)nc1-c1ccccc1,5%,1%,-13%,u,-16%,0%,-37%[inhibitor],u
O=C(O)c1ccc2c(c1)CC(c1ccccc1)OC2=O (stereo not given),16%,0%,-3%,x,-10%,-2%,8%,-2%
CCNc1ccc(C(=O)OCC(=O)N2c3ccccc3NC(=O)C2(C)C)cc1[N+](=O)[O-],-2%,7%,u,11µM*,4%,-27%,x,u
O=c1c2c(nc3cc(-c4cccc(F)c4)[nH]n13)CCC2,u,2%,-3%,u,3%,8.9µM*,-12%[10 µM],-22%
Fc1ccccc1OCCCCCCN1CCCC1,u,5%,-4%,u,-29%,-16%,-13%,-13%
CN1c2ccc(Cl)cc2C(=O)NC1c1ccc([N+](=O)[O-])s1 (stereo not given),2%,0%,-26%,x,-29%[9.22 µM],x,-3%[10 µM],-22%
Cn1c(=O)c2c(nc(SCC(=O)Nc3ccccc3F)n2Cc2ccc(Cl)cc2)n(C)c1=O,x,-1%,-2%,x,x,-1%,x,6%
COc1ccccc1-n1c(CNc2c(C)cccc2C)nnc1SCC(=O)N1CCOCC1,2%,0%,-8%,2%,-1%,x,-4%[10 µM],-9%
O=C(/C=C/c1ccccc1Cl)N1CCN(c2ncccn2)CC1,-5%,3%,4%,-2%,3%,-7%,8%[10 µM],-3%
O=C(NCc1ccccn1)C1CCCN(S(=O)(=O)c2ccc(Br)cc2)C1 (stereo not given),-8%,8%,-6%,-2%,15%,-5%,-21%,2%
O=S(=O)(c1ccccc1)c1cnc(-c2cccnc2)nc1-c1ccc(Cl)cc1Cl,-3%,-11%,-26%,1%,-14%,-18%,-32%,-19%
CCc1onc(C)c1C(=O)O,7%,5%,1%,2%,7%,12%,-7%,3%
CCOC(=O)CSc1nc2c([nH]c3ccccc32)c(=O)n1C,-2%,1%,0%,8%,1%,x,1%,-2%
C[C@H](NC(=O)N1CCc2nc(COc3ccccc3)c3c(c2C1)CO[C@@H](C)C3)c1ccccc1,8%[11.4 µM],-6%[11.6 µM],0%[11.6 µM],-10%[13.5 µM],x,-5%[9.22 µM],-1%[10 µM],1%[11.5 µM]
COC(=O)c1c(Oc2ccc(Br)cc2)nnc(-c2ccccc2)c1-c1ccccc1,x,-9%,-19%,x,x,-60%[inhibitor],x,-11%
CCCn1c(CCC(=O)Nc2cc(C(=O)OC)cc(C(=O)OC)c2)nc2cccnc21,x,-11%,-26%,x,x,-3%,x,-4%
CCN(c1ccccc1)S(=O)(=O)c1ccc(N)cc1,0%,0%,-3%,1%,-10%,-8%,-10%,-3%
O=[N+]([O-])c1ccc(/C=N/Nc2nc(N3CCCCC3)nc(N3CCCCC3)n2)cc1,1%,11%,u,u,1%[9.22 µM],x,12%[10 µM],u
Cc1ccc(CCNC(=O)c2ccc3c(=O)n(-c4ccccc4)c(=O)[nH]c3c2)cc1,x,-7%,-11%,x,x,-19%,x,-5%
CCOC(=O)C(=NCC1CCCO1)NNc1cc(Cl)ccc1Cl (stereo not given),2%,9%,u,x,-5%[9.22 µM],x,8%[10 µM],x
CCc1c(C)nc(N)n2c(SCC(=O)N3CCN(c4ccccc4OC)CC3)nnc12,8%,-12%,3%,1%,-15%[9.22 µM],-12%,10%[10 µM],0%
CCCN(Cc1ccccc1)C(=S)Nc1ccc(C(C)=O)cc1,1%,-5%,-16%,u,2%,-15%,-14%[10 µM],-6%
COc1cc(C2=Nc3c(c(C)nn3-c3ccccc3)P(=O)(N3CCOCC3)O2)cc(OC)c1OC (stereo not given),-5%,-2%,0%,u,-3%,-18%,9%[10 µM],1%
CC(C)(C)NCC(O)Cn1cc(C=O)c2ccccc21 (stereo not given),-4%,0%,-1%,2%,6%,12%,x,2%
Cn1nnc2cc(C(=O)Nc3cccnc3)ccc21,4%,1%,7%,0%,19%,-4%,0%[0.074 µM],11%
O=[N+]([O-])c1ccc(O)c(/C=N/NC(=S)Nc2ccc(Cl)cc2Cl)c1,8.9µM*,13%,u,x,-39%[9.22 µM],x,36%[10 µM],x
O=C(CSc1nnc(COc2ccc(Cl)cc2)o1)N1CCOCC1,5%,-7%,-14%,2%,-10%,9%,-39%[inhibitor],-8%
N#CCSc1nnc(CNc2cccc(Cl)c2)o1,1%,-2%,2%,-7%,10%,1%,0%,-3%
O=C(C1CCCN(S(=O)(=O)c2cccc3nsnc23)C1)N1CCN(c2cccc(Cl)c2)CC1 (stereo not given),x,2%,-20%,x,x,-3%,x,-13%
Cc1ccc(C(=O)C[n+]2cc(Br)cc(Br)c2)cc1[N+](=O)[O-],4%,1%,-19%,16µM*,33%,-21%,x,u
Cc1cccc(N=C2NC(=O)/C(=C/c3cccnc3)S2)c1C,3%,-12%,-13%,x,0%[9.22 µM],x,4%[10 µM],u
O=C(N/N=C/c1ccc2cccc(OCc3ccccc3)c2n1)c1ccc(Br)cc1,u,-1%,-20%,u,-17%,-12%,-20%,-13%
COc1cc(OC)cc(-c2nc3nc(C)c(CCC(=O)Nc4ccc(F)cc4F)c(C)n3n2)c1,x,-8%,u,x,x,-3%,x,u
CC(C)NCC(O)COc1ccc(Br)cc1 (stereo not given),9%,u,-7%,-2%,5%,-7%,-33%[inhibitor],-1%

Assay outcomes: PubChem BioAssay, National Center for Advancing Translational Sciences (NCATS)
